KB-3-1 cytotox: qHTS assay for MDR1-selective chemotherapeutics: Primary screen using the parental adenocarcinoma cell KB-3-1; 400,000 compounds, 1.4% hits; KB-3-1 viability, CellTiter-Glo ATP luminescence, 72 h; AID 1347075, 2019; Potency, µM (titrated, usually from 46.1 µM), inactives show at the highest dose activity change, negative = cytotoxic, hits mostly cytotoxic; further: potency means the concentration at half of the fitted maximal effect; on the % scale 0 is the no-effect control and ±100 the full control effect; nearly all actives have a fitted effect of over 60% in size
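KB-3-1 parental drug-naive adenocarcinoma cells in DMEM/10% FBS, incubated 72 h at 37 C with pin-transferred compounds across a concentration series. Viability by CellTiter-Glo luminescence; concentration-response curves fitted after normalization.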
D3 ag: qHTS of D3 Dopamine Receptor Agonist: qHTS; D(3) dopamine receptor (Homo sapiens), P35462; D3R DiscoveRx beta-arrestin cells, luminescence, 90 min; max activation, %; 410,000 compounds, 0.58% hits; AID 652048, 2013; in the data active means max activation above about 30%; further: 0% is about no effect; mostly tested at two doses, the higher about 12 µM
Target sequence (P35462 whole entry, looked up): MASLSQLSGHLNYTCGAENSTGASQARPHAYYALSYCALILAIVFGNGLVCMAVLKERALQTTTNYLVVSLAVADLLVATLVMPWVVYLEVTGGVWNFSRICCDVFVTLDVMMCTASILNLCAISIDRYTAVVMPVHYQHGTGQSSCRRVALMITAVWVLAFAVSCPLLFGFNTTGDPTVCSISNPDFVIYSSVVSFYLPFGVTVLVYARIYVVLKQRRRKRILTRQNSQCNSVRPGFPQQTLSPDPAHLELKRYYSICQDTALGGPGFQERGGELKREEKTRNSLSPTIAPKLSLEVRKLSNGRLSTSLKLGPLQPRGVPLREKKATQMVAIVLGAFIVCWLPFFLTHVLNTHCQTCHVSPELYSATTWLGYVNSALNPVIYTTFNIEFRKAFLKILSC
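Cells at 1500/well, incubated overnight, then treated with pinned compounds (dopamine as control) for 90 min at 37 degrees C. DiscoveRx reagent added for 30 - 60 minutes at room temperature; luminescence read.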
HT1080NT lethal: qHTS for induction of synthetic lethality in tumor cells producing 2HG: qHTS for the HT-1080-NT fibrosarcoma cell line; 360,000 compounds, 1.6% hits; Potency, µM (doses to about 46.1 µM), inactives show at the highest dose activity, negative = less viability, hits mostly cytotoxic; AID 686970, 2013; HT-1080-NT fibrosarcoma viability, CellTiter-Glo ATP luminescence, 48 h;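 further: NT is the 2HG producing partner of a matched IDH1 knockdown line; potency means the concentration at half of the fitted maximal effect; 0% = DMSO-treated cells and -100% = media-only wells without cells; nearly all actives have a fitted effect of over 55% in size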
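A 48-hour cytotoxicity screen used HT-1080-NT cells plated 2 hours before compound delivery. ATP-based CellTiter-Glo luminescence measured viability, normalized to DMSO and no-cell controls.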
IL1B secr inh: qHTS for Inhibitors of Inflammasome Signaling: IL-1-beta AlphaLISA Primary Screen | 360,000 compounds, 4.7% hits | THP-1 LPS/ATP IL-1B secretion, AlphaLISA, 16 h; active compounds read low | AID 743279, 2014 | activity change, % at 57.5 µM; in the data active means activity change below about -50%; inconclusive means mostly about -30% to -49%; further: on the % scale 0 is the no-effect control and ±100 the full control effect
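Secreted IL-1B measured by AlphaLISA bead assay after 16 h compound exposure of THP-1 cells; compounds (final up to 57.5 uM) added 1 h before LPS (250 ng/mL) and ATP (1.25 mM) stimulation; lower signal means less secretion.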
KB-V1 cytotox: qHTS assay for MDR1-selective chemotherapeutics: Primary screen using the drug-selected MDR subline cells KB-V1 | KB-V1 MDR cells viability, CellTiter-Glo, 72 h | Potency, µM (highest dose often 46.1 µM), without a hit: at the top dose activity change, negative = cytotoxicity, hits mostly cytotoxic | 400,000 compounds, 3.4% hits; further: potency means the concentration at half of the fitted maximal effect; on the % scale 0 is the no-effect control and ±100 the full control effect; nearly all actives have a fitted effect of over 60% in size
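Potencies derive from concentration-effect curves fitted to normalized luminescence (CellTiter-Glo) of KB-V1 cells treated for 72 h at 37 degrees C in phenol-red-free DMEM containing 10% FBS.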
SW480 rerep: A quantitative high throughput screen for small molecules that induce DNA re-replication in SW480 colon adenocarcinoma cells | Potency, µM (doses to about 46.1 µM), without a hit: at the top dose re-replication activation, usual class: activators | 340,000 compounds, 1.8% hits | SW480 DNA re-replication, Hoechst DNA content imaging, 48 h; further: potency means the concentration at half of the fitted maximal effect; % of control where 0% means no effect; nearly all actives have a fitted effect of over 55% in size
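First, 250 cells per well were seeded. Next, compound or vehicle (23 nL) was pinned in, plates sat 48 hr at 37 C. Finally Hoechst was added for 40 min before fluorescence scanning.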
HEK293 tox: qHTS of GLP-1 Receptor Inverse Agonists: Cytotox Screen | HEK293 cAMP-luciferase reporter cells, luminescence, 24 h | Potency, µM (highest dose often 38.3 µM), without a hit: top-dose activity change, negative = inhibition, usual class: inhibitors | 410,000 compounds, 0.13% hits;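 further: loss of luciferase light is scored as toxicity; potency means the concentration at half of the fitted maximal effect; on the % scale 0 is the no-effect control and ±100 the full control effect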
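Cells in DMEM/10% Nu serum/1% pen-strep, 1536-well format. Pre-incubated 12 h, dosed with 23 nL compound, incubated a further 24 h. Luciferase detection, 12 min at room temp, luminescence.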
MCF10A rerep: A quantitative high throughput screen for small molecules that induce DNA re-replication in MCF 10a normal breast cells; 350,000 compounds, 2.9% hits; AID 624296, 2012; MCF 10A DNA re-replication, Hoechst nuclear intensity, 48 h; Potency, µM (titrated, usually from 46.1 µM), inactives show top-dose activity, positive = re-replication, actives largely listed as activators; further: potency means the concentration at half of the fitted maximal effect; % of control where 0% means no effect; nearly all actives have a fitted effect of over 50% in size
HT1080 IDH1KD tx: qHTS for induction of synthetic lethality in tumor cells producing 2HG: qHTS for the HT-1080-IDH1KD cell line | HT-1080 IDH1 knockdown viability, ATP luminescence, 48 h | Potency, µM (highest dose often 46.1 µM), for the others: at the highest dose activity, negative = toxicity, hits mostly cytotoxic | 360,000 compounds, 2% hits;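 further: potency means the concentration at half of the fitted maximal effect; 0% = DMSO wells and -100% = cell-free medium wells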
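Cytotoxicity counter-line: IDH1KD HT-1080, 48 h, CellTiter-Glo. Curves classed by r2, magnitude and activity.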
An asterisk follows results filed as active; ? = inconclusive; . = no result given; [ ] = remark or other dose. Unless noted, the call rests on the fitted dose curve; in most records, active means well fitted curve in the direction sought with a large enough effect; inconclusive means small, poorly fitted or top-dose-only effect, or another doubt; inactive means no such curve, though single readings can be large; an effect the other way counts as inactive or inconclusive.

SMILES | KB-3-1 cytotox | D3 ag | HT1080NT lethal | IL1B secr inh | KB-V1 cytotox | SW480 rerep | HEK293 tox | MCF10A rerep | HT1080 IDH1KD tx
O=C1CC(N2CCCCCC2)C(=O)N1c1ccc2c(c1)OCO2 (stereo not drawn) | 10% | 1 | ? | -6 | -1% | -1% | -3% | 15µM* | ?
O=C(Nc1ccc(F)cc1)C(c1ccccc1)N1CCN(c2cccc(C(F)(F)F)n2)CC1 (stereo not drawn) | -22% | -13 | -1% | -30 | -21% | . | -4% | . | -20%
CCOC(=O)/C(C(C)=O)=C1\OC(=O)c2ccccc21 | 1% | -3 | 6% | -1 | -3% | 2% | 8% | 3% | -20%
CCOC(=O)c1c(C)[nH]c(C)c1S(=O)(=O)N1CCN(c2cccc(C)c2)C(C)C1 (stereo not drawn) | -3% | -3 | 5% | -7 | -1% | -2% | -13% | 5% | -8%
Cc1ccnc(N2CCCC(C(=O)NC3CC3)C2)n1 (stereo not drawn) | -7% | -5 | -4% | 14 | -15% | -16% | 5% | -1% | -8%
Cc1ccc(SC(c2ccc(C)cc2)C(Cn2cncn2)C(=O)c2ccccc2)cc1 (stereo not drawn) | ? | 0 | ? | -18 | -17% | ? | 9% | -4% | -28%
O=C(c1cc(-c2cccs2)on1)N1CCN(c2ccc(F)cc2)CC1 | -23% | 0 | 1% | -6 | ? | 8% | -19% | ? | ?
CCOC(=O)c1cc(-c2ccc(OC)cc2F)nc2c1c(C)nn2CCC#N | -12% | 28 | 8% | -50* | -6% | -3% | -11% | 13% | -1%
O=C(NCCO)c1cccc(-c2cccc3nccn23)c1 | ? | -7 | 14% | 82 | 2% | . | -1% | . | 0%
O=C(Nc1cccc2ccccc12)c1ccccc1Cl | 2% | 2 | 3% | -10 | 2% | 2% | -20% | -2% | 2%
Cc1ccc(-c2nnn(CC(=O)N(CCO)C(C(=O)NC3CCCCC3)c3ccncc3)n2)o1 (stereo not drawn) | 4% | -2 | 10% | -1 | 3% | -4% | 2% | -3% | -10%
CCCCn1c2c(c(=O)n(C)c1=O)C(c1ccc(OC)cc1)N1CCCCCC1=N2 (stereo not drawn) | -17% | -3 | -11% | 4 | -24% | -4% | 8% | 0% | -4%
CNc1nnc(-c2ccc(N(C)C)cc2)s1 | -6% | 12 | 9% | -10 | 0% | -3% | -6% | 0% | -3%
CCn1c2ccccc2c2cc(NC(=O)C3CCN(S(=O)(=O)c4cccs4)CC3)ccc21 | 5% | -11 | 0% | -9 | 0% | -1% | ? | 2% | -2%
Cc1nc(N2CCC(C)CC2)c2nnn(Cc3ccccc3)c2n1 | 5% | -6 | ? | 0 | ? | -3% | 3% | 6% | ?
C=CCn1c(N(C)C)nc2c1c(=O)[nH]c(=O)n2C | 1% | -7 | -3% | -1 | 4% | -5% | 4% | -3% | -2%
O=C1S/C(=C\c2ccc(O)c([N+](=O)[O-])c2)C(=O)N1Cc1cccc([N+](=O)[O-])c1 | -2% | 10 | -5% | 38 | ? | -4% | -11% | ? | 9%
O=C1OC[C@@H]2CCCN2C(=O)[C@@H](CC(=O)N(CCO)Cc2ccccc2)C/C=C\CC[C@H]1Cc1ccc(F)cc1 | 7% | -14 | 0% | -12 | 1% | -9% | -14% | -3% | -11%
CSCCOC(=O)c1[nH]c2c(c1C)C(=O)CC(c1ccco1)C2 (stereo not drawn) | 1.2µM* | -6 | ? | 53 | ? | 1.3µM* | -28% | ? | 2.3µM*
COc1ccc(OC)c(S(=O)(=O)Nc2ccc(Oc3ccccc3)cc2)c1 | -7% | 8 | -15% | 21 | 21µM* | -10% | 2% | ? | ?
CCCN(CCC)Cc1c(C(=O)N/N=C/c2ccsc2)nnn1-c1nonc1N | -2% | -6 | -4% | 4 | 22% | -5% | 0% | 0% | -4%
O=C(c1cnc2sccn2c1=O)N1CCN(c2ccccc2Cl)CC1 | -3% | 6 | ? | 9 | -8% | -2% | 1% | 2% | 16%
COCCCNC(=S)N1CCN(C(=O)c2ccco2)CC1 | 3% | 6 | 13% | 9 | -2% | -3% | -21% | -6% | 18%
CC1(C)CC(=O)C=C(N2CCNCC2)C1 | 0% | -2 | -1% | -14 | 5% | -6% | 1% | 13% | -8%
Cc1ccc(CNc2ncnc(N)c2[N+](=O)[O-])cc1 | 9% | 1 | 1% | -11 | 0% | -3% | -2% | -2% | 9%
O=C(CNC(=O)c1ccc(Cl)cc1)OC1CCOC1=O (stereo not drawn) | 13% | 3 | 1% | 36 | 3% | -2% | 3% | 13% | 16%
O=C(Cc1ccccc1)Nc1ccc(CN2CCOCC2)cc1 | -7% | -8 | 13% | -7 | -2% | ? | 8% | -46%[inhibitor] | ?
O=S(=O)(Cc1ccccc1)N1CCCC1 | 2% | -2 | 20% | -18 | -14% | 0% | 1% | 2% | 4%
COc1ccc([C@@H]2[C@@H]3C(=O)N(C(C)(C)C)C(=O)[C@@H]3[C@]3(CC(C)C)C(=O)N(c4ccc(C(F)(F)F)cc4)C(=O)N23)cc1 | -10% | -20 | 8% | 8 | -16% | 1% | -23% | 14% | 4%
CN(Cc1cccs1)C(=O)CN1C(=O)c2ccccc2S1(=O)=O | 4% | 2 | 9% | 2 | -1% | -4% | -8% | 3% | 21%
Cc1oc(-c2ccccc2Cl)nc1CS(=O)(=O)CC(=O)N1CCOCC1 | -12% | -8 | -5% | 13 | 5% | -3% | 4% | 0% | -8%
Cc1ccc2cccc(OCc3ccc(F)cc3)c2n1 | -4% | -1 | 17% | 18 | -2% | 4% | 5% | 1% | 1%
CC(=O)c1cc2c(cc1NC(=O)Nc1cccc(Cl)c1)OCCO2 | -1% | 5 | -2% | -21 | 3% | 0% | 19% | 0% | 1%
COc1ccc(OC)c(N(C(=O)c2ccco2)C(C(=O)NC2CCCC2)c2cc(OC)c(OC)c(OC)c2)c1 (stereo not drawn) | -16% | 8 | 17% | -8 | 9% | 2% | -14% | 18% | 12%
O=C(CS(=O)(=O)c1c[nH]c2ccccc12)Nc1ccc(F)cc1 | 2% | -4 | 5% | 2 | -5% | -2% | 9% | 7% | 8%
CCOc1ccc(CCNC(=O)CS(=O)Cc2nc(-c3ccc(OC)cc3)oc2C)cc1OCC (stereo not drawn) | -7% | 2 | -2% | -6 | -15% | 10% | -5% | -13% | 0%
O=C(COc1cccnc1[N+](=O)[O-])NCc1cccs1 | 2% | -6 | 17% | 0 | -1% | -2% | 5% | ? | 20%
Cc1ccc(N=C(N(C)C)P(=O)(N(C)C)N(C)C)c(C)c1 | ? | 14 | 23% | 3 | 0% | -13% | 3% | -13% | 15%
CCOC(=O)C1CCCCN1C(=O)CCc1nnc(-c2ccc3c(c2)OCO3)o1 (stereo not drawn) | 0% | -3 | -2% | 1 | ? | -2% | -4% | -2% | -2%
Cc1c(C(=O)Nc2ccc(S(=O)(=O)N3CCOCC3)cc2)cccc1[N+](=O)[O-] | 5% | -5 | 4% | -12 | 3% | -2% | -19% | 6% | -5%
O=C(CCC1CCCN(C(=O)C2=CCCCC2)C1)N1CCN(c2ccccn2)CC1 (stereo not drawn) | -12% | 4 | 3% | 0 | ? | -7% | -17% | 5% | 7%
Cc1ccc(C(=O)C(C)OC(=O)Cc2n[nH]c(=O)c3ccccc23)cc1C (stereo not drawn) | -2% | -4 | -6% | 13 | -22% | 16% | -9% | ? | -16%
CCCOC(=O)c1ccc(Oc2cn[nH]c2-c2ccc(OCC(=O)NN)cc2O)cc1 | 3% | 11 | 0% | -10 | 2% | -4% | -6% | 22% | -15%
CCC(=O)Nc1cccc(Oc2nc(C)cc(C)c2C#N)c1 | 0% | 3 | 9% | 11 | 2% | -12% | -7% | 0% | 4%
CCCCNc1ccc(C(=O)Nc2cccc(C)n2)cc1[N+](=O)[O-] | -10% | 3 | -2% | 1 | 0% | -2% | 13% | ? | 7%
O=C(c1ccc(F)cc1)N1CCN(Cc2ccccc2)CC1 | -9% | -17 | 10% | -22 | -4% | -69%[inhibitor] | -1% | ? | 12%
CNS(=O)(=O)c1cccc(C(=O)OCC(=O)c2cc(C)n(-c3ccc4c(c3)OCO4)c2C)c1 | ? | -11 | -5% | 10 | ? | -2% | -12% | 1% | -10%
CCOC(=O)c1cnn(-c2sc(C(=O)OCC)c(C)c2C(=O)OCC)c1N | -1% | -11 | -12% | 4 | ? | -5% | 20% | -2% | 26%[9.24 µM]
O=C(Nc1nc(-c2ccccc2)cs1)c1ccco1 | 6% | -9 | 6% | -59* | 11% | -5% | 2% | 1% | 2%

Of the compounds above, these contain two or more sulfur atoms:
SMILES | KB-3-1 cytotox | D3 ag | HT1080NT lethal | IL1B secr inh | KB-V1 cytotox | SW480 rerep | HEK293 tox | MCF10A rerep | HT1080 IDH1KD tx
CCn1c2ccccc2c2cc(NC(=O)C3CCN(S(=O)(=O)c4cccs4)CC3)ccc21 | 5% | -11 | 0% | -9 | 0% | -1% | ? | 2% | -2%
CN(Cc1cccs1)C(=O)CN1C(=O)c2ccccc2S1(=O)=O | 4% | 2 | 9% | 2 | -1% | -4% | -8% | 3% | 21%
